TRPC6 inhibitor = inhibitors of mouse TRPC6 channel. AID 2553. HEK293-TRPC6, membrane potential dye, ACh-evoked depolarization; hits give low values. Q61143. hit rate 1.1% among 310,000. B-score at 10 µM;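 active = B-score under library mean minus 3 SD, initial fluorescence not abnormally high, positive integrated signal ratio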;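 note: B-score derived from integrated fluorescence ratio over the kinetic read; more negative B-score means stronger inhibition of depolarization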
TRPC4 act = TRPC4 (mouse) channel activation; Q9QUQ5; HEK293 TRPC4beta/mu-opioid, Fluo4 calcium fluorescence; hits give high values; hit rate 0.49% among 310,000; B-score at 10 µM;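 active = B-score above 5 SD of library B-scores, and initial fluorescence ratio not above library mean plus 5 SD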;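 note: positive B-score marks a calcium rise read as TRPC4 activation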
Target sequence (Q9QUQ5 whole entry, looked up): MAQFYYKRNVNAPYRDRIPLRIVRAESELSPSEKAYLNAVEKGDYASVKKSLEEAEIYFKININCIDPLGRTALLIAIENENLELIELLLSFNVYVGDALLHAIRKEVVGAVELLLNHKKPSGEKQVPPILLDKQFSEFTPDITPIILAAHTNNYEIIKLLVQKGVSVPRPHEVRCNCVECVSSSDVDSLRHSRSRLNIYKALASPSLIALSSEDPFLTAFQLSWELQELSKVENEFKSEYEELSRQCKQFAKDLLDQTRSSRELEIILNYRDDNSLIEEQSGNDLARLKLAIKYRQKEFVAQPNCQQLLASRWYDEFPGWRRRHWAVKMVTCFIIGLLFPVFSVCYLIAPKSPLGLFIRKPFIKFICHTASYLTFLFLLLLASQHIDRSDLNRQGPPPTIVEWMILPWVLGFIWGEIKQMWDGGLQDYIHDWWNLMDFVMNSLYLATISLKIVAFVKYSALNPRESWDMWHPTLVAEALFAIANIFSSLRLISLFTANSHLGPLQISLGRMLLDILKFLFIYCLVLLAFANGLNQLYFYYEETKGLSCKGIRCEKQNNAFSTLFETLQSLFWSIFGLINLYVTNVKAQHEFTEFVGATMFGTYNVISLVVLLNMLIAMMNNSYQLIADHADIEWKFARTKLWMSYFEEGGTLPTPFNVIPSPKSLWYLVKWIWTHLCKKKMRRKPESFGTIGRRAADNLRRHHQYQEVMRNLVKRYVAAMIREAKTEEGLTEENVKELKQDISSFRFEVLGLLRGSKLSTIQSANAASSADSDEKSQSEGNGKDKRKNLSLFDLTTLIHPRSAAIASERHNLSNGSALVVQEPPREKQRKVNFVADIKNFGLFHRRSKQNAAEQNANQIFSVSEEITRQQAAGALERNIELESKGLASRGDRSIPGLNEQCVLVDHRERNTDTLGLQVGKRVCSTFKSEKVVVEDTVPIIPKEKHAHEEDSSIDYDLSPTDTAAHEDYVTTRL
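Material: HEK293 stable line with TRPC4beta plus mu-opioid receptor; technique: Fluo4 calcium-sensitive dye fluorescence, kinetic, 1 Hz baseline; timing: Fluo4 dye loading 45 min at room temperature, 110 s recording; controls: assay buffer as low control, maximal DAMGO as high control; read-out: integrated baseline-normalised fluorescence ratio, converted to per-well B score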
SKKanGAS inh = blocks kanamycin growth of S. pyogenes SKKanGAS strain | AID 1662 | inhibition, % at 7.5 µM | BacTiter-Glo, 6 h | hit rate 1.3% among 300,000;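 active = mean replicate score, as percent of positive control median, at least 50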;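 note: strain carries kanamycin resistance gene driven by streptokinase promoter and grows in 40 µg/ml kanamycin; loss of luminescence reflects streptokinase promoter inhibition or plain growth inhibition; 0% = median of DMSO wells and 100% = positive control at its reference dose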
MrgX1 PAM = allosterically activates human MrgX1 receptor signaling. Q96LB2. B-score at 10 µM. hit rate 0.63% among 310,000. MrgX1-HEK293, Fluo-4 calcium flux, FDSS; hits give high values;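 active = plate-corrected calcium response at least 3 library SD above typical, normal starting fluorescence, not activating the receptor alone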;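 note: compound read alongside a low EC10 to EC30 dose of BAM8-22 agonist; peak minus trough fluorescence over baseline measured at the second addition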
TRPC4 block = blocks the mouse TRPC4 cation channel; HEK293 TRPC4beta/mu-opioid, DAMGO-evoked Fluo4 calcium flux; hits give low values; B-score at 10 µM; hit rate 0.39% among 300,000; AID 2247;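 active = B-score over 3 SD under the library average, no early fluorescence shift, positive overall ratio signal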
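Material: HEK293 cells with stable TRPC4beta plus mu-opioid receptor expression / Probe or stimulus: DAMGO in two steps, submaximal then maximal / Compound: single concentration per test compound / Technique: kinetic Fluo4 fluorescence imaging of calcium influx / Read-out: per-well B score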
MrgX1 ag = activates human MrgX1 receptor signaling; Q96LB2; MrgX1-HEK293 cells, Fluo-4 calcium fluorescence, agonist mode; hits give high values; B-score at 10 µM; hit rate 0.44% among 310,000; AID 588627;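 active = calcium response B-score plate-corrected fluorescence ratio at least 3 library SD, with starting fluorescence B-score inside 5 SD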
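times = overnight plating, then 30 min 37 °C plus 30 min room-temperature dye loading | assay system = stable human MrgX1 HEK293 cell line | input = fifteen thousand cells per well | signal = kinetic calcium dye fluorescence, Fluo-4 NW | dosing = compound delivered in addition one of three | read-out = B-scored fluorescence response ratio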
ANO1 block = mouse TMEM16A channel inhibition, primary screen; AID 588511; Q8BHY3; HEK293 TMEM16A/YFP iodide influx fluorescence, ionomycin; hit rate 1.2% among 310,000; normalized B-score (activity score, 25-100; higher = stronger inhibition) at 10 µM;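 active = ratio plate-corrected score three or more library SD toward inhibition, starting fluorescence score within five deviations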;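 note: score derived from kinetic fluorescence span divided by baseline fluorescence per well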
TRPC4 PAM = allosteric potentiators of mouse TRPC4 channel | Q9QUQ5 | HEK293 TRPC4beta/mu-opioid, DAMGO EC20, Fluo-4 Ca2+ flux; hits give high values | B-score at 10 µM | AID 2227 | hit rate 0.42% among 310,000;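 active = B-score of calcium response area above 5 SD of library B-scores, with initial fluorescence ratio within 5 SD of library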;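 note: B-score of integrated fluorescence ratio over time as area under calcium response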
MrgX1 antag = blocks BAM8-22 activation of human MrgX1 receptor. Q96LB2. MRGX1-HEK293 calcium flux, Fluo-4, BAM8-22 antagonism; hits give low values. B-score at 10 µM. hit rate 1.3% among 310,000. AID 588676;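 active = calcium-response B-score plate-corrected more than 3 library SD below zero, starting fluorescence within 5 deviations, no agonist response on first addition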;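 note: peak minus trough fluorescence over baseline after final BAM8-22 challenge near maximal dose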
TRPC6 activator = activators of mouse TRPC6 channel | Q61143 | hit rate 0.13% among 310,000 | HEK293-TRPC6 membrane potential dye fluorescence; hits give high values | AID 2550 | B-score at 10 µM;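 active = B-score of the integrated fluorescence ratio above library mean plus 3 SD, and starting fluorescence ratio within library mean plus 5 SD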;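 note: higher score means more depolarization so channel activation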
TMEM16A act = activators or potentiators of mouse TMEM16A chloride channel. Q8BHY3. HEK293 TMEM16A/YFP-H148Q/I152L, iodide quench fluorescence; hits give low values. B-score at 10 µM. hit rate 0.3% among 340,000;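 active = fluorescence-ratio B-score plate-corrected deviation score at least 3 library SD below zero, with starting fluorescence score within 5 deviations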;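 note: channel opened by trigger with iodide after compound preincubation; score built on the fluorescence ratio of max minus min over baseline; more negative score means more quench and so TMEM16A activation or potentiation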
An asterisk follows results filed as active; i = inactive; nt = not tested or not shown. Rows are unselected; 6.7% or so of the library scored in one or more.

SMILES	TRPC6 inhibitor	TRPC4 act	SKKanGAS inh	MrgX1 PAM	TRPC4 block	MrgX1 ag	ANO1 block	TRPC4 PAM	MrgX1 antag	TRPC6 activator	TMEM16A act
Cn1c(=O)c2c(ncn2CC(=O)N2CCN(c3ccc([N+](=O)[O-])cc3)CC2)n(C)c1=O	i	i	-8	i	i	i	i	i	i	i	i
O=C(NCCN1CCOCC1)c1ccc(-c2ccccc2)cc1	i	i	-3	i	i	i	i	i	i	i	i
O=C(Nc1ccccc1)c1nsnc1C(=O)Nc1ccccc1	i	i	-3	i	i	i	i	i	i	i	i
CC(=O)Oc1ccc(NC(=O)Cc2ccccc2)c(C(=O)O)c1	i	i	11	i	i	i	i	i	i	i	i
CCOC(=O)C1=C(CC)NC2=C(C(=O)CCC2)C1c1ccc(OC)c(OC)c1 (stereo unspecified)	i	i	-2	i	i	i	i	i	i	i	i
CC(=O)NCCNC(=O)c1ccc(Sc2ccccc2)c([N+](=O)[O-])c1	i	i	-2	i	i	i	i	i	i	i	i
CCN(CC)CC(=O)NC1CC(C)(C)Cc2c1cnn2-c1ccc(F)cc1 (stereo unspecified)	i	i	4	i	i	i	i	i	i	i	i
COc1ccc(CC(=O)Nc2c3c(nn2C(C)(C)C)CS(=O)(=O)C3)cc1OC	i	i	2	i	i	i	i	i	i	i	i
Cc1ccc(NC(=S)Nc2ccc(C(C)C)cc2)cc1S(=O)(=O)N1CCCCCC1	i	i	56*	i	i	i	i	i	i	i	i
O=S(=O)(Nc1ccc2c(c1)OCCO2)c1ccc(Br)s1	i	i	5	i	i	i	i	i	i	i	i
Cc1sc2nc(CN3CCCC3)nc(NCc3ccncc3)c2c1C	i	i	-2	i	i	i	i	i	i	i	i
COC(=O)[C@H](Cc1c[nH]c2ccccc12)NC(=O)NCc1ccc(OC)cc1	i	i	-7	i	i	i	i	i	i	i	i
CCOc1c2ccc(C(=O)NCc3ccccc3OC)cc2nn1CC	i	i	-4	i	i	i	i	i	i	i	i
O=C1C(=O)N(Cc2cccnc2)C(c2ccccn2)/C1=C(/O)c1ccc(F)cc1 (stereo unspecified)	i	i	-3	i	i	i	i	i	-5.1*	i	i
COc1ccc(CNC(=O)[C@@H]2CCCN2C(=O)[C@@H]2Cc3ccccc3CN2C(=O)OC(C)(C)C)cc1	i	i	0	i	i	i	i	i	i	i	i
CCOC(=O)C1CCN(C(=O)c2ccc(OCC(=O)N3CCOCC3)c(OC)c2)CC1	i	i	4	i	i	i	i	i	i	i	i
CCOc1ccc(NC(=O)CSc2nnc(Cn3cnc([N+](=O)[O-])n3)n2CC)cc1	i	i	2	i	i	i	i	i	i	i	i
Cc1ccccc1CSc1n[nH]c(NS(=O)(=O)c2ccccc2)n1	i	i	4	i	i	i	i	i	i	i	i
O=C(C1CCCN(Cc2ccc3c(c2)OCO3)C1)N1CCCC1 (stereo unspecified)	i	i	1	i	i	i	i	i	i	i	i
COc1cc(/C=C/C(=O)OCC(=O)N(C)C2CCS(=O)(=O)C2)ccc1OC(F)F (stereo unspecified)	i	i	-11	i	i	i	i	i	i	i	i
CCCCN(CC)S(=O)(=O)c1ccc2c(c1)CCCN2C(C)=O	i	i	-2	i	i	i	i	i	i	i	i
O=C(O)c1ccc(N/N=C2/CCCc3ccccc32)cc1	i	i	2	i	i	i	i	i	i	i	i
COc1ccc(C(=O)NC(=S)Nc2ccc(S(N)(=O)=O)cc2)cc1	i	i	5	i	i	i	i	i	i	i	i
Cc1cccc(NC(=O)c2ccc3nccnc3c2)n1	i	i	2	i	i	i	i	i	i	i	i
COc1ccc(N2CCN(CC(O)COC(C)(C)C)CC2)cc1 (stereo unspecified)	i	i	-3	i	i	i	i	i	i	i	i
Cc1nc2c(C)[n+](CC(=O)c3ccccc3)ccc2n1C	i	i	-2	i	i	i	i	i	i	i	i
C/C(=C\c1ccccc1)C1NC(=O)c2c(sc3c2CCCC3)N1 (stereo unspecified)	i	i	1	i	i	i	i	i	i	i	i
Cc1nc2ccc(S(=O)(=O)NCC(=O)Nc3ccc(F)cc3)cc2s1	i	i	2	i	i	i	i	i	i	i	i
O=C(Nc1cccc(-c2csc(-c3ccccc3)n2)c1)c1cccs1	i	i	0	i	i	i	i	i	i	i	i
COc1ccc(NC(=O)CSc2nc(O)cc(=O)n2C)cc1	i	i	12	i	i	i	i	i	i	i	i
COc1ccc(CNC(C)CCc2ccccc2)cc1 (stereo unspecified)	i	i	3	i	i	i	i	i	i	i	i
Cc1noc(C)c1CSc1cc(C)c2ccccc2n1	i	i	-9	i	i	i	i	i	i	i	i
COc1ccccc1-c1cc(SC)c(C#N)c(=O)o1	i	i	-4	i	i	i	i	i	i	i	i
O=C(CN1C(=O)NC2(CCCCC2)C1=O)NCc1ccc2c(c1)OCO2	i	i	1	i	i	i	i	i	i	i	i
COc1ccccc1/C=C/C(=O)OCC(=O)Nc1ccc(Cl)cn1	i	i	-14	i	i	i	i	i	i	i	i
O=C(Nc1ccccc1)c1ccc(F)cc1F	i	i	16	i	i	i	i	i	i	i	i
Cc1ccc(NC(=O)C(=O)NCCN2CCN(Cc3ccc([N+](=O)[O-])cc3)CC2)cc1	i	i	-1	i	i	i	i	i	i	i	i
COc1ccc(N(C(=O)c2ccco2)S(=O)(=O)c2cc(Cl)c(Cl)cc2Cl)cc1	i	i	14	i	i	i	i	i	i	i	i
O=C(CCl)N1c2ccccc2SCC1c1ccccc1 (stereo unspecified)	i	i	-4	i	i	i	i	i	i	i	i
CN1C(=O)c2ccc(NC(=O)c3cccc4ccccc34)cc2C1=O	i	i	2	i	i	i	i	i	i	i	i
COCCCN1CN(Cc2ccco2)CNC1=S	i	i	-3	i	i	i	i	i	i	i	i
CCn1nc(NS(=O)(=O)c2ccc(NC(C)=O)cc2)c2cc3cccc(C)c3nc21	i	i	4	i	i	i	i	i	i	i	i
CCCOc1ccc(N2C(=O)C3C4C=CC(CC4)C3C2=O)cc1 (stereo unspecified)	i	i	-5	i	i	i	i	i	i	i	i
Cc1nc(C)c(-c2ccc(SCc3cccc(F)c3)nn2)s1	i	i	0	i	i	i	i	i	i	i	i
CCC(=O)Nc1ccc(C(=O)CSc2nc3ccccc3cc2CC)cc1	i	i	nt	i	i	i	i	i	i	i	i
COc1ccc(S(=O)(=O)Oc2ccccc2C(=S)N2CCOCC2)cc1	i	i	6	i	i	i	i	i	i	i	i
CNc1oc(-c2cccs2)nc1S(=O)(=O)c1ccccc1	i	i	0	i	i	i	i	i	i	i	i
Cc1ccc(CN2CCSc3ccc(C(=O)NCc4ccccn4)cc32)cc1	i	i	-17	i	i	i	i	i	i	i	i
NC1=NC(c2ccc(Br)cc2)n2c(nc3ccccc32)N1 (stereo unspecified)	i	i	-1	i	i	i	i	i	i	i	i
CC(CCc1ccco1)NC(=O)Nc1cccc(F)c1 (stereo unspecified)	i	i	-7	i	i	i	i	i	i	i	i
COc1ccc(-n2cnc3cc(NCc4cccs4)ccc32)cc1	i	i	31	i	i	i	i	i	i	i	i
c1ccc(-c2nn3c(Cn4cnc5ccccc54)nnc3s2)cc1	i	i	-7	i	i	i	i	i	i	i	i
CCOC(=O)C1CCN(C(=O)c2cccs2)CC1	i	i	3	i	i	i	i	i	i	i	i
O=C(Nc1ccc(NC(=O)c2ccccn2)cc1)C(=O)Nc1ccc2c(c1)OCCO2	i	i	-2	i	i	i	i	i	i	i	i
Cc1cc(C(=O)N2CCCC(N3CCN(c4cccc(C(F)(F)F)c4)CC3)C2)nn1C (stereo unspecified)	i	i	2	i	i	i	i	i	i	i	i
Cc1ccc(S(=O)(=O)N(CC(=O)N=Nc2c(O)[nH]c3ccccc23)c2ccc(C)c(C)c2)cc1	nt	nt	nt	i	nt	i	i	nt	i	nt	i
CC(c1ccco1)N(C(=O)c1ccccc1NS(=O)(=O)c1ccc(Cl)cc1)c1ccccn1 (stereo unspecified)	i	i	-1	i	i	i	i	i	i	i	i
CCC(C)NC(=O)NC(=O)N(C1CCCCC1)S(C)(=O)=O (stereo unspecified)	i	i	-2	i	i	i	i	i	i	i	i
Cc1cc(NC(=O)CSc2nc3ccccc3n2CC(=O)N2CCCCC2)no1	i	i	0	i	i	i	i	i	i	i	i
CCn1c(CNC(=O)c2ccccc2)nc2ccccc21	i	i	-2	i	i	i	i	i	i	i	i

More records:
SMILES	TRPC6 inhibitor	TRPC4 act	SKKanGAS inh	MrgX1 PAM	TRPC4 block	MrgX1 ag	ANO1 block	TRPC4 PAM	MrgX1 antag	TRPC6 activator	TMEM16A act
CCOC(=O)c1c(C)n(C)c2ccc(OC)c(NC(=O)CN3CCC(C(=O)OCC)CC3)c12	i	i	4	i	i	i	i	i	i	i	i
COc1ccc(-c2noc(CSc3nnc(Cc4ccccc4)n3-c3cccc(C)c3)n2)cc1OC	i	i	-12	i	i	i	i	i	i	i	i
CCN(CC(=O)Nc1ccc(NC(C)=O)cc1)C(=O)Cc1ccc(S(=O)(=O)N2CCOCC2)s1	i	i	24	i	i	i	i	i	i	i	i
Cc1cccc(-c2nc3ccccc3c(=O)n2N)c1	i	i	4	i	i	i	i	i	i	i	i
CCC(=O)NCCc1nc2cc(NC(=O)COc3ccccc3)ccc2n1C	i	i	2	i	i	i	i	i	i	i	i
CCC(CC)NC(=O)c1ccccc1Oc1ccccc1	i	i	-4	i	i	i	i	i	i	i	i
Nc1nc(SCC(=O)c2cc(F)ccc2F)n[nH]1	i	i	-15	i	i	i	i	i	i	i	i
O=C(NCCN1CCOCC1)c1cc(-c2ccc(Cl)cc2Cl)on1	i	i	-5	i	i	i	i	i	i	i	i
CCOc1ccc(NC2=CC(=O)CC(c3ccco3)C2)cc1 (stereo unspecified)	i	i	-6	i	i	i	i	i	i	i	i
Cc1ccccc1OCC(=O)O/N=C(\N)Cc1cccs1	i	i	8	i	i	i	i	i	i	i	i
COc1ccccc1CCNC(=O)C(=O)NCC1OCCN1S(=O)(=O)c1cc(F)ccc1F (stereo unspecified)	i	i	-5	i	i	i	i	i	i	i	i

High-throughput results (PubChem BioAssay)
